High-throughput results: PubChem, Sanford-Burnham Center for Chemical Genomics
MKP-3 inhibition – MKP-3 phosphatase inhibitors, primary screen, biochemical, rat enzyme, in vitro (AID 425); recombinant MKP-3 phosphatase activity, fluorescence; higher % means a stronger effect; one-dose inhibition, % at 20 µM; IC50 in µM for titrated hits; 110,000 compounds, 0.17% hits; in the data active = inhibition above about 50%;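 also: plate controls were vehicle for no effect and reference inhibitor for full effect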
Hsp70 inhibitors – Hsp70 inhibitors, probe displacement, primary screen, biochemical, fluorescence polarization (AID 583). Hsp70 fluorescence polarization probe displacement, mP; higher % means a stronger effect. one-dose displacement, % at 20 µM; IC50 in µM for titrated hits. 140,000 compounds, 0.06% hits; in the data active = displacement above about 50%;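 also: plate controls were vehicle for no effect and reference ligand for full effect; a part of the inactive calls stands beside numbers as strong as those of hits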
* marks the source's active call; other numbers are inactive results. An excerpt; count on the stated rates, not on these rows.

For CCCN1CCC2(CC1)NC(CO)(CO)CO2 the results were MKP-3 inhibition 0% and Hsp70 inhibitors 5.7%.
`N/C(=N\[N+](=O)[O-])N/N=C\c1ccc(-c2cccc([N+](=O)[O-])c2)o1` gave MKP-3 inhibition 23% and Hsp70 inhibitors -0.7%.
`CCOc1ccc(Br)cc1C=C1C(=O)NC(=S)NC1=O` gave MKP-3 inhibition 0% and Hsp70 inhibitors -18%.
Screening CCC(C)N1CCN(Cc2ccccc2Br)CC1 (configuration not stated) returned MKP-3 inhibition 3% and Hsp70 inhibitors 1.6%.
`Cc1cccnc1-n1c(-c2ccc(Cl)cc2Cl)nc2ccccc2c1=O` gave MKP-3 inhibition 8% and Hsp70 inhibitors -2.3%.
`CCOC(=O)CC1=C(C(=O)OCC)C2(C(=O)N1)C(C(=O)OC)=C(N)Oc1ccccc12` (configuration not stated) gave MKP-3 inhibition -5% and Hsp70 inhibitors 5.3%.
For CCCC1COC(Cn2cncn2)(c2ccc(Cl)cc2Cl)O1 (configuration not stated) the results were Hsp70 inhibitors -0.7%.
O=C(Cn1cc(C(=O)c2ccccc2)c2ccccc21)NCc1ccco1 was read as MKP-3 inhibition -11% and Hsp70 inhibitors -2.2%.
Screening Cc1nc2cc(-c3cccc(F)c3)nn2c(C)c1CCC(=O)N1CCC2(CC1)OCCO2 returned MKP-3 inhibition -3% and Hsp70 inhibitors -0.5%.
COC(=O)C1C2c3ccccc3OC1(C)N=c1s/c(=C/c3cn(C)nc3C)c(=O)n12 (configuration not stated) was read as MKP-3 inhibition 4% and Hsp70 inhibitors 2.7%.
`CCN1CCC2(CC1)CC(C)c1cccc(C)c1N2` (configuration not stated) gave MKP-3 inhibition 0% and Hsp70 inhibitors 1.4%.
Screening c1ccc2c3c([nH]c2c1)CNCC3 returned MKP-3 inhibition -10% and Hsp70 inhibitors -1.8%.
`COC(=O)CC1NC2CCCCC2NC1=O` (configuration not stated) gave MKP-3 inhibition -3% and Hsp70 inhibitors 6.3%.
For O=C(CNS(=O)(=O)c1ccccc1)Nc1ccc(Br)cc1C(=O)c1ccccc1 the results were MKP-3 inhibition 4% and Hsp70 inhibitors -5.6%.
`Cc1cc(C)c(NC2=NCCCS2)c(C)c1` gave Hsp70 inhibitors 3.1%.
Screening CCOC(=O)c1c(C)c(C(=O)N2CCC3(CC2)OCCO3)c(C)n1CC returned MKP-3 inhibition -5% and Hsp70 inhibitors 0.3%.
For CC1SC2(CN3CCC2CC3)NC1=O (configuration not stated) the results were MKP-3 inhibition -10% and Hsp70 inhibitors -1.9%.
Screening CCCCCCOC(=O)c1ccccc1N returned MKP-3 inhibition -2% and Hsp70 inhibitors -2.9%.
For CCN(CC)CCNc1ccc([N+](=O)[O-])c2cccnc12 the results were MKP-3 inhibition 1% and Hsp70 inhibitors 2.2%.
COc1cc(OC)c(OC)cc1CN1CCN(C(=O)COc2ccccc2)CC1 was read as MKP-3 inhibition 5% and Hsp70 inhibitors -2.5%.

By substructure: the entries above with a carbonyl joined to an NH by a bond outside any ring.
O=C(Cn1cc(C(=O)c2ccccc2)c2ccccc21)NCc1ccco1 was read as MKP-3 inhibition -11% and Hsp70 inhibitors -2.2%.
For O=C(CNS(=O)(=O)c1ccccc1)Nc1ccc(Br)cc1C(=O)c1ccccc1 the results were MKP-3 inhibition 4% and Hsp70 inhibitors -5.6%.

The main list resumes with the four entries that preceded the break.
For CC1SC2(CN3CCC2CC3)NC1=O (configuration not stated) the results were MKP-3 inhibition -10% and Hsp70 inhibitors -1.9%.
Screening CCCCCCOC(=O)c1ccccc1N returned MKP-3 inhibition -2% and Hsp70 inhibitors -2.9%.
For CCN(CC)CCNc1ccc([N+](=O)[O-])c2cccnc12 the results were MKP-3 inhibition 1% and Hsp70 inhibitors 2.2%.
COc1cc(OC)c(OC)cc1CN1CCN(C(=O)COc2ccccc2)CC1 was read as MKP-3 inhibition 5% and Hsp70 inhibitors -2.5%.
Screening CCC(=NCc1ccc2c(c1)OCO2)c1c(O)n(C)c(=O)n(C)c1=O returned MKP-3 inhibition -13% and Hsp70 inhibitors 7.1%.
Cn1cc(/C=C2\C(=O)NC(=O)N(Cc3ccccc3)C2=O)c2ccccc21 was read as MKP-3 inhibition 2% and Hsp70 inhibitors 8.9%.
Cc1cc(S(=O)(=O)NCc2ccccc2)ccc1OCC(=O)N1CCN(C)CC1 was read as MKP-3 inhibition 2% and Hsp70 inhibitors 9.7%.
Cc1cc2c(C(F)(F)F)cc(=O)oc2c2c1NCCC2 was read as MKP-3 inhibition -10%.
`CCn1cc(C=C2C(=O)NC(=O)NC2=O)c2ccccc21` gave MKP-3 inhibition 0% and Hsp70 inhibitors 12%.
For C=CCn1c(O)c(C(CC)=NC2CC2)c(=O)[nH]c1=O the results were Hsp70 inhibitors -5.1%.
`CCOC(C(=O)OCCCN(CC)CC)(c1ccccc1)c1ccccc1` gave Hsp70 inhibitors 0.0%.
`COC(=O)c1cc2c(s1)=NC=NP=2(N1CCOCC1)N1CCOCC1` gave MKP-3 inhibition 3% and Hsp70 inhibitors -5.1%.
CN(C)P1(N(C)C)=Nc2c(c(N)nn2C)C(c2ccccc2)=N1 was read as MKP-3 inhibition -2% and Hsp70 inhibitors 1.0%.
`Cc1cc(C=O)c(C)n1CC1CCCO1` (configuration not stated) gave Hsp70 inhibitors -2.0%.
`CCC(=NCCCN(CC)CC)c1c(O)n(-c2ccccc2)c(=O)[nH]c1=O` gave MKP-3 inhibition 5% and Hsp70 inhibitors 0.6%.
`CCC1(c2ccccc2)C(=O)N(COC)C(=O)N(COC)C1=O` gave MKP-3 inhibition -7% and Hsp70 inhibitors 6.1%.
For Cc1nnc2ccc(N3CCN(C)CC3)nn12 the results were MKP-3 inhibition -9% and Hsp70 inhibitors -1.2%.
CCC1CCCCN1P(=O)(c1ccc(C)o1)C(C)(C)C (configuration not stated) was read as MKP-3 inhibition 2% and Hsp70 inhibitors -5.3%.
`CC(=O)c1ccc2c(c1)C1C(Cl)C(Sc3ccccc3[N+](=O)[O-])CC1C(c1ccccc1[N+](=O)[O-])N2` (configuration not stated) gave Hsp70 inhibitors -5.8%.
Screening CS(=O)(=O)N1CCCC(C(=O)N2CCC3(CC2)OCCO3)C1 (configuration not stated) returned MKP-3 inhibition -2% and Hsp70 inhibitors 2.8%.
For CC(=O)Nc1ccccc1OP1(=O)COc2ccccc2OC1 the results were MKP-3 inhibition -7% and Hsp70 inhibitors 1.9%.
Screening COC(=O)C(O)(c1ccc(N(C)C(=O)OC(C)C)cc1)C(F)(F)F (configuration not stated) returned Hsp70 inhibitors 0.2%.
CCCN(CC#CCOc1ccc(OC)cc1)CCC was read as Hsp70 inhibitors -0.5%.
CN1CCC(N2CC3CC(C2)c2cccc(=O)n2C3)CC1 (configuration not stated) was read as MKP-3 inhibition -12% and Hsp70 inhibitors 0.3%.
For CCCC(C)n1[nH]c(=O)c2c1NC(=O)CSC2c1ccc(OC)cc1 (configuration not stated) the results were Hsp70 inhibitors 7.2%.
For COc1cccc(-n2c(/C=C/c3ccco3)nc3ccccc3c2=O)c1 the results were MKP-3 inhibition 3% and Hsp70 inhibitors -11%.
Screening COc1cc(/C=N/NP(=S)(c2ccccc2)c2ccccc2)ccc1O returned Hsp70 inhibitors -1.2%.
`COC(=O)c1ccc(COc2cc(C)cc3oc(=O)c4c(c23)CCCC4)o1` gave MKP-3 inhibition 1% and Hsp70 inhibitors -1.1%.
Screening O=C1CC(c2ccccc2)CC(O)=C1C=NCCN1CCN(C(=O)Cc2ccccc2)CC1 (configuration not stated) returned MKP-3 inhibition -3% and Hsp70 inhibitors 1.6%.
`CN1CC2([N+](=O)[O-])CC=C(Cl)C([N+](=O)[O-])(C1)C2` (configuration not stated) gave MKP-3 inhibition 2% and Hsp70 inhibitors 0.9%.
`Cc1cccc(-n2c(-c3ccccc3F)nc3ccccc3c2=O)c1` gave MKP-3 inhibition -2% and Hsp70 inhibitors 2.0%.
Screening CC(C)Oc1ccc(Cc2c(O)[nH]c(=O)[nH]c2=O)cc1 returned MKP-3 inhibition -11% and Hsp70 inhibitors 1.7%.
